Screens: PubChem, The Scripps Research Institute Molecular Screening Center
TEAD-YAP inh: TEAD-YAP interaction inhibition; AID 1259422; 640,000 tested, 1.4% active; HEK-TIYL cells, TEAD-Gal4/YAP UAS-luciferase luminescence; inhibition, % at 9.12 µM; in the data active means inhibition above about 32%;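 further: 0% = median of test compound wells and 100% = reference inhibitor wells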
GPR151 activ: activates the human receptor GPR151 | 650,000 tested, 1% active | activation, % at 11.2 µM | PathHunter beta-arrestin GPR151 cells, luminescence | AID 1508602; in the data active means activation above about 4.9%;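 further: 0% = median of compound wells and 100% = cells with positive control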
Target sequence (Q8TDV0 whole entry, looked up): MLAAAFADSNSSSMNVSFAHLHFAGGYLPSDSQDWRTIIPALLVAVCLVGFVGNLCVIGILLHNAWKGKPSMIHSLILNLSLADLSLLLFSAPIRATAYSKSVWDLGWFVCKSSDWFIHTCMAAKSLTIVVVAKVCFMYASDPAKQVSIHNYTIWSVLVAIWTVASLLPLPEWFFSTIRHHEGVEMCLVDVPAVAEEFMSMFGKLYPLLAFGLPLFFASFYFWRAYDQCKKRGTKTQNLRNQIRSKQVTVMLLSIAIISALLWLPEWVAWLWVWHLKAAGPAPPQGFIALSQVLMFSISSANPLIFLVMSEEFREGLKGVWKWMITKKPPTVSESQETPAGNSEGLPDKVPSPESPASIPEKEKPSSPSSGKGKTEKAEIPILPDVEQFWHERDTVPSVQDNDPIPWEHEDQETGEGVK
MITF primary: inhibitors of human MITF. O75030. AlphaScreen MITF homodimerization, bead proximity signal. inhibition, % at 2.6 µM. 650,000 tested, 0.91% active. AID 1259374; in the data active means inhibition above about 50%;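 further: 0% = vehicle wells with protein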
Target sequence (O75030 whole entry, looked up): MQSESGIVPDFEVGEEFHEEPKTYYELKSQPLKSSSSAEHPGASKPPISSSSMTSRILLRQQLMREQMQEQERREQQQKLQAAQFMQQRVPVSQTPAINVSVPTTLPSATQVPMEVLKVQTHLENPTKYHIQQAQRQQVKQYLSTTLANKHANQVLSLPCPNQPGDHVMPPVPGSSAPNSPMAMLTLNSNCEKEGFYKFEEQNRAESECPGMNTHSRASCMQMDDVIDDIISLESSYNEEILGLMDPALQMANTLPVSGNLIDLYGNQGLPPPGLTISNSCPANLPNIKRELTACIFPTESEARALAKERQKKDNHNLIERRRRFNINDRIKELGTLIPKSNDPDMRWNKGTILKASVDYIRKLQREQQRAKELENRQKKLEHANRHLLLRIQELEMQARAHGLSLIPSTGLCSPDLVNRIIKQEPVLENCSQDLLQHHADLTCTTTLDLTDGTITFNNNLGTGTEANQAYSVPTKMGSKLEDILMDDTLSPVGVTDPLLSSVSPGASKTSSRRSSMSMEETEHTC
FBW7 act: human FBW7 E3 ligase activation, primary screen. AlphaScreen FBW7–phospho-cyclin E peptide binding, activator screen. normalized activity (activation), % at 26.1 µM. Q969H0. 650,000 tested, 0.13% active; in the data active means normalized activity above about 1.9%;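 further: purified mutant Fbw7 with reduced substrate affinity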
Starred values were filed as active, the others as inactive; · = no result given; & = joins results of further samples.

smiles	TEAD-YAP inh	GPR151 activ	MITF primary	FBW7 act
OCC1OC(Oc2ccc(Cl)cc2)C(O)C(O)C1O (stereo not drawn)	1	0.3	-10	-0.2
CC1(C)C(=O)[C@@H]2C[C@@]3(O)C4=CC(=O)O[C@@H](c5ccoc5)[C@]4(C)CCC3C(C)(C2=O)[C@H]1CC(=O)O (stereo partly drawn)	-16	0.3	26	0.3
Cc1ncc(CO)c2cc(-c3nnc(Nc4ccccc4F)s3)c(=O)oc12	-15	5.8*	-3	0.1
Cc1[nH]nc2c1C(c1cccc(OCc3ccccc3F)c1)C(C#N)=C(N)O2 (stereo not drawn)	-9	1.6	13	-0.2
Cc1ccc(S(=O)(=O)N2CCC[C@H]2C(=O)OCC(=O)NC(=O)NC(C)(C)C)cc1	0	1.4	-6	0.1
COc1ccc(NC(=O)c2c(OC)cccc2OC)cc1OC	2	-0.7	6	0.5
O=[N+]([O-])c1cc(Cl)cc(C=Nc2ccc(I)cn2)c1O	-9	-1.1	-13	-0.2
Cc1cc(C)nc(SCC(=O)c2c(C)[nH]c3ccccc23)n1	3	3.1	1	-0.1
COc1cccc(OCCN2CCCC(C)C2)c1 (stereo not drawn)	3	-1.3	35	0.0
Cc1ccc(S(=O)(=O)N2CCN(C(C)CCc3ccccc3)CC2)cc1 (stereo not drawn)	-5	0.6	41	0.0
COc1cc(/C=N/n2cnnc2)ccc1OCC(=O)N1CCOCC1	10	2.6	-9	0.1
COc1ccc(Br)cc1S(=O)(=O)N1CCCCC1	3	-0.7	7	0.7
O=S(=O)(O)CCNC1CCCCC1	-1	-0.6	9	0.5
Cc1cc2[nH]c(=O)c(=O)[nH]c2cc1S(=O)(=O)NCc1ccc2c(c1)OCO2	-6	1.9	-6	0.0
CCCOc1ccc(-c2cc(C(=O)Nc3scc(-c4ccc(Br)cc4)c3C(=O)OC)c3ccccc3n2)cc1	-7	-1.2	32	1.3
CCCN1CCN(C(c2ccc3ncccc3c2)c2nnnn2C(C)(C)C)CC1 (stereo not drawn)	0	-0.1	7	-0.1
COc1ccc(S(=O)(=O)N(C)CC(=O)/C=C2/N(C)c3ccccc3C2(C)C)cc1	10	0.6	7	0.1
Cc1cc(NC(=O)c2ccc(S(=O)(=O)N(C)C(C)C)cc2)n(C)n1	7	0.0	5	-0.6
Cc1ccc(NC(=O)CNC(=O)c2cccs2)cc1Cl	-19	3.1	-1	0.1
CN(C)CCOc1cc(-c2cn[nH]c2)ccc1NC(=O)Nc1ccc(-c2cn[nH]c2)cc1OCCN(C)C	4	-1.0	25	-0.2
O=C(CN1CCN(S(=O)(=O)c2ccc(Br)cc2)CC1)Nc1ccc(OCc2ccccc2)cc1	28	1.8	8	0.0
COC(=O)C[C@](O)(CCCC(C)(C)O)C(=O)O[C@@H]1C(OC)=C[C@]23CCCN2CCc2cc4c(cc2[C@H]13)OCO4	99*	-1.5&-1.8	3&3	0.8&0.1
Cc1ccc(C)c(NCC(O)Cn2c3ccc(Cl)cc3c3cc(Cl)ccc32)c1 (stereo not drawn)	0	-1.2	9	0.8
CC(C)(C)C1=NN(CC(=O)Nc2cccnc2)C(=O)c2cc3ccccc3n2C1	-3	0.8	-2	-0.1
NC(=O)CSc1nc2ccccc2nc1SCC(N)=O	-4	0.5	3	0.4
COc1ccc(CCNc2cc(N3CCN(S(=O)(=O)c4ccc(Br)cc4)CC3)ccc2[N+](=O)[O-])cc1OC	10	1.0	1	0.0
CC(=O)c1ccc(OC(=O)c2ccc(C)c(S(=O)(=O)N3CCCCC3)c2)cc1	-3	-1.0	-15	0.7
O=C(NNC(=S)NC(=O)c1ccc(Br)cc1)c1cccc([N+](=O)[O-])c1	-5	0.5	-8	-0.1
O=c1cc(Cl)c2ccccc2o1	7	-2.5	10	0.2
CCOc1cccc(C=Nc2ccc(Br)cn2)c1O	-2	0.7	1	0.0
CC1CN(Cc2cn[nH]c2)Cc2ccccc2O1 (stereo not drawn)	-6	1.6	-4	-0.1
CN1CCc2c(sc(NC(=S)Nc3ccccc3)c2C#N)C1	-13	0.4	5	0.3
O=C(CSc1nc2sc3c(c2c(=O)n1-c1ccccc1)CCC3)Nc1ccc(Cl)c(C(F)(F)F)c1	-3	0.9	13	0.7
CC(C)C[C@H]1NC(=O)[C@H]2CN(C(=O)c3cc(F)cc(F)c3)CCN2C1=O	2	-1.0	6	0.1
CCOC(=O)N1CCN(c2ncnc(N)c2[N+](=O)[O-])CC1	2	2.1	12	0.0
Cc1c(C(=O)Nc2ccc(F)cc2F)sc2ncn(CC(=O)N3CCN(c4ccccn4)CC3)c(=O)c12	5	-0.8	3	0.0
CCC(C)(C)NC(=O)C(c1ccccc1)N(CCOC)C(=O)Cn1nnc2ccccc21 (stereo not drawn)	13	0.6	19	0.1
CCOC(=O)COc1cccc2c(=O)n(CC(=O)Nc3ccccc3F)ccc12	2	-0.4	-10	0.0
CN1Cc2c(N3CCOCC3)nc3sc(C(=O)c4ccccc4)c(N)c3c2CC1(C)C	-3	1.3	6	-0.2
COc1ccccc1CC(=O)Nc1cc(Cl)cc(Cl)c1	-10	-1.7	2	0.0
Cc1cccc(N2CCN(S(=O)(=O)c3cc(C(=O)Nc4ccc(Oc5ccccc5)cc4)ccc3F)CC2C)c1 (stereo not drawn)	23	0.6	5	0.0
CCOc1cc(C(=O)Nc2ccc3nn(-c4ccc(C)cc4)nc3c2)cc(OCC)c1OCC	0	1.5	10	0.3
CCOC(=O)c1oc2ccccc2c1NC(=O)c1cccs1	14	0.0	1	-0.2
Oc1ccc(CCNc2cc(-c3csc4ccccc34)ncn2)cc1	-32	-0.1	0	0.0
CCOc1ccc2sc(N3C(=O)c4ccc(OC)c(OC)c4C3=O)nc2c1	-11	-0.9	18	0.8
c1ccc(-c2cnc3ccc(NCc4ccc5c(c4)OCO5)nn23)cc1	4	0.2	2	-0.3
CCOc1ccc2nc(NC(=O)c3ccccc3Oc3ccccc3)sc2c1	14	-1.3	-1	0.1
O=C(Cn1cccc1C(=O)c1ccccc1)NCc1ccccn1	0	1.8	10	-0.2
O=C(CCn1c(=S)oc2ccccc21)Nc1ccc2c(c1)OCCO2	-4	0.5	-3	-0.3
COc1cc(NC(=O)c2ccc3nc(-c4cccs4)sc3c2)cc(OC)c1OC	-7	-0.9	25	0.0
CCCCC(CC)CN1CN(CC(CC)CCCC)CC(C)(N)C1 (stereo not drawn)	11	-1.8&-0.3	24&16	0.3&0.1
COc1cccc(CNC(=O)CN2C(=O)CC(c3ccccc3)=Nc3ccccc32)c1	12	-1.2	-10	0.0
Cc1onc(-c2ccccc2)c1C(=O)N1CCN(c2c(Cl)cccc2[N+](=O)[O-])CC1	-1	-1.0	6	0.0
COc1ccc(-c2ccc(C(=O)NCCN(C(C)C)C(C)C)s2)cn1	10	2.2	0	-0.2
Cn1c(=O)cc(OCCCC(=O)NCc2cccs2)c2ccccc21	14	-0.4	14	0.2
COC(=O)C1=C(C)N(c2ccc(C)cc2)C(=O)/C1=C\c1ccccc1C(F)(F)F	-7	-0.5	-7	0.3
O=C1COc2ccc(/C(O)=C(/C(=S)Nc3ccc(F)cc3)[n+]3ccccc3)cc2N1	-2	-1.4	11	-0.1
CCOC(=O)CN1C(=O)S/C(=C/c2ccc(F)cc2)C1=O	-8	-0.9	7	0.0
COc1ccc(NC(=O)C2(c3ccc([N+](=O)[O-])cc3)CCCC2)cc1	10	-0.2	9	-0.2
CCCCNc1ncnc2c1c(-c1ccccc1)cn2-c1ccccc1	-16	-1.2	5	0.3

Ordered by SMILES length (ascending): some entries from above.
smiles	TEAD-YAP inh	GPR151 activ	MITF primary	FBW7 act
CCCCC(CC)CN1CN(CC(CC)CCCC)CC(C)(N)C1 (stereo not drawn)	11	-1.8&-0.3	24&16	0.3&0.1
COc1ccc(-c2ccc(C(=O)NCCN(C(C)C)C(C)C)s2)cn1	10	2.2	0	-0.2
COC(=O)C1=C(C)N(c2ccc(C)cc2)C(=O)/C1=C\c1ccccc1C(F)(F)F	-7	-0.5	-7	0.3

Copied from the listing, four compounds:
smiles	TEAD-YAP inh	GPR151 activ	MITF primary	FBW7 act
Cc1onc(-c2ccccc2)c1C(=O)N1CCN(c2c(Cl)cccc2[N+](=O)[O-])CC1	-1	-1.0	6	0.0
COc1ccc(-c2ccc(C(=O)NCCN(C(C)C)C(C)C)s2)cn1	10	2.2	0	-0.2
Cn1c(=O)cc(OCCCC(=O)NCc2cccs2)c2ccccc21	14	-0.4	14	0.2
COC(=O)C1=C(C)N(c2ccc(C)cc2)C(=O)/C1=C\c1ccccc1C(F)(F)F	-7	-0.5	-7	0.3

(next part)
smiles	TEAD-YAP inh	GPR151 activ	MITF primary	FBW7 act
CCOC(=O)C1=C(C)N=c2s/c(=C\c3ccccc3OCc3ccc(Cl)cc3)c(=O)n2C1c1ccccc1 (stereo not drawn)	-14	2.8	-11	0.0
CC(=NCCc1ccc(Cl)cc1)c1c(O)n(C)c(=O)n(C)c1=O	14	1.1	12	0.5
O=C(Nc1cc(F)ccc1F)C1CCN(C(=O)N2CCOc3ccccc32)CC1	7	-1.3	14	0.6
CC1CCC2(CC1)N=C(c1ccccc1)C(=O)N2CC(=O)Nc1ccccc1 (stereo not drawn)	2	0.1	2	-0.1
C=CCNS(=O)(=O)c1ccc(C)cc1	-8	-0.6	-12	0.0
COCCN(C(=O)CC1C(=O)NCCN1Cc1ccc(F)c(F)c1)C(C)C (stereo not drawn)	-1	1.7	-8	-0.1
Cc1ccc(S(=O)(=O)/N=C2\C=CC(=O)C(Cl)=C2)cc1	-12	3.9	11	0.0
COc1ccc(NC(=O)Cn2ccsc2=N)cc1Cl	7	1.6	-4	0.0
CCOP(=O)(OCC)C(Nc1ccccc1)c1ccccc1 (stereo not drawn)	14	0.4	4	-0.1
NC(=O)c1c(N)c(C(N)=S)n2c1CCC2	4	-1.1	23	0.3
O=C(OCCN1C(=O)c2ccccc2C1=O)c1ccc([N+](=O)[O-])o1	6	-1.5	7	0.1
CCCCOc1ccc(-c2c(C#N)c(N)nc(SC)c2C#N)cc1	9	-2.6	13	0.1
Cn1c(CC(=O)NC(C)(C)CO)c(Sc2ccccc2)c2ccccc21	-10	-0.6	9	0.2
Nc1ccn(C2OC(CO)C(O)C2OP(=O)(O)O)c(=O)n1 (stereo not drawn)	2	-1.1	13	0.2
N#CCc1ccc(NC(=O)Cc2ccc([N+](=O)[O-])cc2)cc1	0	2.1	-9	-0.1
CCC1CCCCN1S(=O)(=O)c1cc(C(=O)Nc2ccc(F)c(F)c2)ccc1F (stereo not drawn)	0	2.5	21	0.1
COc1ccc(C(=O)Oc2ccc(NC3=NS(=O)(=O)c4ccccc43)cc2)cc1	8	0.1	12	0.1
O=[N+]([O-])c1cccc2nc(/C=C/c3ccsc3)ccc12	-25	-2.0	10	-0.4
CCOc1cc(S(=O)(=O)N2CCCCCC2)ccc1F	-1	-1.3	9	0.2
COc1ccc(N2C(N)=C(C#N)C(c3ccsc3)C3=C2CCCC3=O)c(OC)c1 (stereo not drawn)	16	-0.6	9	0.6
CN1CCN(CC(=O)Nc2ccc(C(F)(F)F)cc2)CC1	-3	-0.2	67*	0.1
COc1ccc(-c2nc3cnccn3c2NCc2ccco2)cc1OC	-45	-1.2	-8	-0.1
COc1ccc(-n2nc3c(c2NC(=O)c2cccc(Cl)c2)CS(=O)(=O)C3)cc1	-5	-1.8	-2	-0.1
CCOC(=O)c1c(NC(=O)c2cc3ccccc3o2)sc2c1CCC2	-2	-1.3	-3	-0.2
Cc1cc(C)nc(/N=C(/NC(=O)CN2C(=O)c3ccccc3C2=O)Nc2ccc(OCCc3ccccc3)cc2)n1	6	-0.7	-5	0.2
CCC1SC(CC)C(=O)N(CC(=O)Nc2ccccc2)C1=O (stereo not drawn)	-4	-0.1	-5	0.1
Cc1cc(-c2cncnc2C2CCCN(Cc3cccnc3)C2)on1 (stereo not drawn)	-5	-1.4	-6	-0.1
Cc1ccc(C(=O)N2CCC3(CC2)CC3C(=O)Nc2ccccc2)cc1N1CCNC1=O (stereo not drawn)	-1	-1.0	-4	-0.1
Cc1ccc(C)c(OCC(=O)N/N=C\c2cccnc2)c1	2	0.3	-1	0.0
CCc1ccc2sc(N3CCC(C(=O)NC4CCCC4)CC3)nc2c1	65*	3.1	-4	-0.2
NC(=O)c1c(NC(=O)C2CC=CCC2C(=O)O)sc2c1CCCC2 (stereo not drawn)	-7	-0.1	8	0.1
CCC(C)(C)n1nnnc1CN(Cc1ccc(Cl)cc1)Cc1ccco1	16	-1.0	4	0.2
COc1cccc(CN2CCN(Cc3cc4ccccc4o3)CC2CCO)c1 (stereo not drawn)	4	0.3	7	0.0
N#C/C(=C\c1ccc(-c2ccc([N+](=O)[O-])cc2Cl)o1)C(=O)NCc1ccco1	5	-1.6	3	0.1
COc1cc(OC)cc(C(=O)Nc2ccccc2N2CCOCC2)c1	4	0.6	-7	0.1
COc1ccc(-c2cn3c4ccccc4nc3n2CCN2CCN(C)CC2)cc1	-1	-1.3	1	0.0
O=P(O)(O)OC1[C@@H](O)[C@@H](O)C(O)[C@H](O)[C@H]1O (stereo partly drawn)	·	-0.3	-8	·
CN(Cc1cn(C)nc1-c1ccc2c(c1)OCCO2)CC1COCCO1 (stereo not drawn)	-5	0.0	-5	0.2
